# USP2a inhib – USP2a (human) protease inhibition; USP2a enzymatic assay, qHTS inhibition; actives 0.1% (n = 60,000); O75604; Potency, µM (highest dose often 38.3 µM), inactives show at the top dose activity change, negative = inhibition, actives largely listed as inhibitors; AID 927;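 further: potency means the concentration at half of the fitted maximal effect; nearly all actives have a fitted effect of over 60% in size; plate controls were DMSO for no effect and NEM full inhibition control for full effect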
#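 Inhibition is measured in a cell-free coupled assay with 20 nM USP2 core, 20 nM Ub-PLA2 and 20 uM NBD C6-HPC, 2.5 h incubation. Activity normalized to NEM control.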
# Fluorescein fluor – fluorescein region autofluorescence. Compound autofluorescence, 480/540 nm, fluorescein-equivalent; hits give high values. max fluorescein-equivalent concentration, M. actives 0.91% (n = 59,000). AID 593; in the data active means max fluorescein-equivalent concentration above about 10 nM; inconclusive means between about 1.1 nM and that limit
#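 In this qHTS profile, compound fluorescence was measured with a 480 nm/540 nm filter pair following a 15-min room-temperature incubation in 100 mM Tris (pH 8.0). A six-point fluorescein series on each plate served for normalization.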
# HADH2 inhib – inhibitors of human HADH2 dehydrogenase; recombinant HADH2, NADH fluorescence, beta-hydroxybutyryl-CoA; Potency, µM (highest dose often 57.1 µM), without a hit: at the highest dose activity change, negative = inhibition, actives largely listed as inhibitors; actives 3.4% (n = 73,000); Q99714; further: potency means the concentration at half of the fitted maximal effect; on the % scale 0 is the no-effect control and ±100 the full control effect; nearly all actives have a fitted effect of over 60% in size; many of its hits are not listed in these tables
#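 NADH fluorescence (ex 360/em 450 nm) read every 30 s for 4 min; activity taken as last-minus-first time point difference. Enzyme 20 nM, NAD+ 1 mM, beta-hydroxybutyryl-CoA 90 uM, pH 9.0 Tris buffer.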
# Rhodamine fluor – compound autofluorescence in rhodamine spectral region. actives 0.05% (n = 59,000). Rhodamine-region fluorescence, 547/598 nm, Tris buffer; hits give high values. max dye-equivalent concentration, M; in the data active means max dye-equivalent concentration above about 11 nM; inconclusive means between about 1.1 nM and that limit
#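 Compound fluorescence in 100 mM Tris, pH 8.0, read after 15 min at room temperature with 547 nm excitation and 598 nm emission. Output is dye-equivalent concentration from an on-plate rhodamine standard series.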
# ERK AVP inh – vasopressin-driven ERK pathway inhibition; HEK293-V1b, vasopressin-stimulated pERK AlphaScreen; Potency, µM (titrated, usually from 57.5 µM), inactives show at the top dose activity, negative = inhibition, actives largely listed as inhibitors; actives 0.99% (n = 72,000); further: potency means the concentration at half of the fitted maximal effect; on the % scale 0 is the no-effect control and ±100 the full control effect; nearly all actives have a fitted effect of over 55% in size
#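 V1b-HEK293 cells; cpd 30 min 37C; 25 nM vasopressin 5 min; lyse 10 min; AlphaScreen beads 5 hr RT. Normalized to DMSO basal and 25 nM vasopressin; AC50 by Hill fit.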
# Luciferase inh – blocks Photinus pyralis firefly luciferase activity; actives 2.2% (n = 72,000); P08659; purified firefly luciferase, luminescence, 8 min; Potency, µM (doses to about 57.1 µM), inactives show at the highest dose activity change, negative = inhibition, hits mostly inhibitors; further: potency means the concentration at half of the fitted maximal effect; on the % scale 0 is the no-effect control and ±100 the full control effect; nearly all actives have a fitted effect of over 40% in size
#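 Compounds were tested as concentration series (qHTS) against purified P. pyralis luciferase with luciferin and 10 uM ATP in 50 mM imidazole pH 7.2, 50 mM KCl, 7 mM MgCl2, 0.01% Tween 20, 0.05% BSA. Luminescence was read after 8 min at ambient temperature.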
# Texas Red fluor – Texas Red region autofluorescence | Compound fluorescence, Texas Red channel, 547/618 nm; hits give high values | max dye-equivalent concentration, M | actives 0.06% (n = 59,000) | AID 587; in the data active means max dye-equivalent concentration above about 10 nM; inconclusive means between about 1.1 nM and that limit
#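 Texas Red-region profiling: compounds in 100 mM Tris pH 8.0 were read at 547/618 nm after 15 min at room temperature. Intensities were normalized against a six-point Texas Red standard series to give dye-equivalent concentration.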
# Caspase-7 inhib – caspase-7 (human) inhibition, allosteric or competitive | P55210 | recombinant caspase-7, Ac-DEVD-AFC fluorescence rate | Potency, µM (titrated, usually from 57.5 µM), without a hit: top-dose activity change, negative = inhibition, usual class: inhibitors | actives 0.02% (n = 75,000) | AID 889; active means well fitted inhibition curve with a large enough effect in the main read-out, with a control signal flat, not every such curve was filed as active; inconclusive means small, poorly fitted or top-dose-only effect, or a change in a side signal; further: potency means the concentration at half of the fitted maximal effect; % of control where 0% means no effect
# HEK293 cAMP ctrl – parental HEK293 cAMP activation (counter-screen) | actives 2.5% (n = 73,000) | parental HEK293 CNG cAMP sensor, membrane potential fluorescence | Potency, µM (top dose mostly 57.1 µM), inactives show top-dose activation, hits mostly activators; further: potency means the concentration at half of the fitted maximal effect; % of control where 0% means no effect; nearly all actives have a fitted effect of over 55% in size
#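 Parental HEK 293 cells stably expressing a modified CNG channel (no TSHR) report cAMP rise as membrane depolarization. Membrane potential dye with 100 uM RO 20-1724 was loaded for 60 min at room temperature, then compound added for 30 min; fluorescence read at 590 nm.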
# Tau fil binding – binders of human tau filaments | P10636 | recombinant tau filaments, thioflavin S fluorescence, 15 h; filaments grown with octadecylsulfate alongside compound | Potency, µM (doses to about 57.1 µM), inactives show at the highest dose activity change, negative = inhibition | actives 2% (n = 71,000) | AID 596;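 further: potency means the concentration at half of the fitted maximal effect; on the % scale 0 is the no-effect control and ±100 the full control effect; actives lower thioflavin S fluorescence by blocking filaments or displacing dye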
#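 His-tagged recombinant human tau (exons 2, 3, 10; 1 uM final) fibrillized with 30 uM sodium octadecylsulfate, 15 h at 37 C, in pH 7.4 HEPES buffer with 10 uM thioflavine S and 5 mM DTT. Reduced ThS fluorescence (450/510 nm) marks activity.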
# Casp1 inh – blocks human caspase-1 allosterically or competitively; Caspase-1 enzyme, Ac-WEHD-AFC fluorogenic rate; Potency, µM (doses to about 57.5 µM), for inactives: at the top dose activity change, negative = inhibition, actives largely listed as inhibitors; actives 0.03% (n = 75,000);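 further: potency means the concentration at half of the fitted maximal effect; plate controls were vehicle for no effect and no substrate for full effect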
# Starred values were filed as active, the others as inactive; i = inactive; ? = inconclusive; . = not tested or not shown; & = joins results of further samples; ! = a repeat was not active; [ ] = another dose, or the depositor's remark. Unless noted, the call rests on the fitted dose curve; in most records, active means well fitted curve in the direction sought with a large enough effect; inconclusive means small, poorly fitted or top-dose-only effect, or another doubt; inactive means no such curve, though single readings can be large; an effect the other way counts as inactive or inconclusive. The list is partial, so the mix of outcomes need not match the whole.
no.	Compound	USP2a inhib	Fluorescein fluor	HADH2 inhib	Rhodamine fluor	ERK AVP inh	Luciferase inh	Texas Red fluor	Caspase-7 inhib	HEK293 cAMP ctrl	Tau fil binding	Casp1 inh
1	CCn1cc(C(=O)O)c(=O)c2cc(F)c(N3CCNCC3)nc21	-12%	?	-2%[25.6 µM]	i	21%	1%&-1%[25.5 µM]	i	-2%	6%[25.6 µM]	-4%[25.6 µM]	3%
2	COc1ccc(/C=C\C(=O)Nc2ccccc2C(=O)O)cc1OC	.	?	?	i	16%	32µM*!	i	5%	1%&6%	-17%&2%	-1%
3	Cc1cccc(Nc2cc(Cl)nc(SCC(=O)O)n2)c1C	-1%	?	8%[11.4 µM]	i	-15%[11.5 µM]	1%[11.4 µM]	?	-1%	11%[11.4 µM]	?	0%
4	CCOC(=O)NNc1nncc2ccccc12	7%	i	-27%[25.6 µM]	i	8%	0%[25.5 µM]	i	-1%	4%[25.6 µM]	-3%[25.6 µM]	0%
5	CCCCOc1ccc(CC(=O)NO)cc1	-5%	?	4%[25.6 µM]	i	-17%	-2%&1%[25.5 µM]	?	2%	-9%[25.6 µM]	3%[25.6 µM]	-1%
6	NC(N)=NC(=O)Cc1c(Cl)cccc1Cl	19%[17.1 µM]	?	?	i	11%	-1%	i	0%	14%	?	2%
7	C[C@H](CCC(=O)O)[C@H]1CC[C@@H]2[C@H]3[C@@H](CC[C@@]21C)[C@]1(C)CC[C@H](O)C[C@@H]1C[C@@H]3O	14%[17.1 µM]	?	7%[25.6 µM]	i	21%[25.7 µM]	5%[25.5 µM]	i	-3%[25.7 µM]	8%[25.6 µM]	37%[25.6 µM]	0%[25.7 µM]
8	CC(=O)Nc1ccccc1	1%	.	32µM*	.	19%	.	.	-1%	-9%	0%	0%
9	CCCOC(=O)c1ccc(O)cc1	.	.	-5%&-3%	.	-4%&14%	.	.	0%&0%	-9%&10%	-4%&0%	-1%&-1%
10	CCCCNC(=O)[C@@H]1Cc2ccccc2N1C(=O)[C@H](N)CC	.	.	2%	.	10%	2%	.	1%	5%	?	2%
11	Cn1c(=O)c2c(ncn2CCO)n(C)c1=O	-6%	i	1%[25.6 µM]	i	-7%	-1%&-1%[25.5 µM]	i	2%	5%[25.6 µM]	1%[25.6 µM]	-1%
12	CCC(=O)O[C@@]1(C(=O)SCF)[C@@H](C)C[C@H]2[C@@H]3C[C@@H](F)C4=CC(=O)C=C[C@@]4(C)[C@]3(F)[C@@H](O)C[C@]21C	4%[17.1 µM]	?	-3%[25.6 µM]	i	-2%[25.7 µM]	2%[25.5 µM]	?	0%[25.7 µM]	8%[25.6 µM]	33%[25.6 µM]	0%[25.7 µM]
13	COc1cc2nc(N3CCN(C(=O)[C@H]4COc5ccccc5O4)CC3)nc(N)c2cc1OC	20%	?	-6%	i	?	-2%	i	-1%	15%	45%	-2%
14	Cc1cccc(C)c1NC(=O)C1CCCCN1C (stereo unspecified)	7%	i	.	i	5%	-1%[25.5 µM]	i	2%	.	.	1%

# Sorted by count of non-hydrogen atoms (highest first): some entries from above
no.	Compound	USP2a inhib	Fluorescein fluor	HADH2 inhib	Rhodamine fluor	ERK AVP inh	Luciferase inh	Texas Red fluor	Caspase-7 inhib	HEK293 cAMP ctrl	Tau fil binding	Casp1 inh
7	C[C@H](CCC(=O)O)[C@H]1CC[C@@H]2[C@H]3[C@@H](CC[C@@]21C)[C@]1(C)CC[C@H](O)C[C@@H]1C[C@@H]3O	14%[17.1 µM]	?	7%[25.6 µM]	i	21%[25.7 µM]	5%[25.5 µM]	i	-3%[25.7 µM]	8%[25.6 µM]	37%[25.6 µM]	0%[25.7 µM]
1	CCn1cc(C(=O)O)c(=O)c2cc(F)c(N3CCNCC3)nc21	-12%	?	-2%[25.6 µM]	i	21%	1%&-1%[25.5 µM]	i	-2%	6%[25.6 µM]	-4%[25.6 µM]	3%
5	CCCCOc1ccc(CC(=O)NO)cc1	-5%	?	4%[25.6 µM]	i	-17%	-2%&1%[25.5 µM]	?	2%	-9%[25.6 µM]	3%[25.6 µM]	-1%

# In the list so far, 2 have fluorine.
no.	Compound	USP2a inhib	Fluorescein fluor	HADH2 inhib	Rhodamine fluor	ERK AVP inh	Luciferase inh	Texas Red fluor	Caspase-7 inhib	HEK293 cAMP ctrl	Tau fil binding	Casp1 inh
1	CCn1cc(C(=O)O)c(=O)c2cc(F)c(N3CCNCC3)nc21	-12%	?	-2%[25.6 µM]	i	21%	1%&-1%[25.5 µM]	i	-2%	6%[25.6 µM]	-4%[25.6 µM]	3%
12	CCC(=O)O[C@@]1(C(=O)SCF)[C@@H](C)C[C@H]2[C@@H]3C[C@@H](F)C4=CC(=O)C=C[C@@]4(C)[C@]3(F)[C@@H](O)C[C@]21C	4%[17.1 µM]	?	-3%[25.6 µM]	i	-2%[25.7 µM]	2%[25.5 µM]	?	0%[25.7 µM]	8%[25.6 µM]	33%[25.6 µM]	0%[25.7 µM]

# Source: PubChem BioAssay (National Center for Advancing Translational Sciences (NCATS))
